# Screening results as filed in PubChem.
# HCMV inh – qHTS Assay for inhibitors of the human cytomegalovirus (HCMV) | HFF cells, HCMV-luciferase reporter, 72 h; hits give low values | AID 1259415, 2018 | 410,000 tested, 4.5% active | activity change, negative = inhibition, % at 57.5 µM; in the data active = activity change below about -60%; inconclusive = no clear call, values can overlap the other calls; inactive = above about -39%
#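 Steps: HFFs plated, 16 h 37C; compounds added; HCMV-luciferase added to MOI 1 PFU/cell; 72 h 37C; OneGlo reagent, 5 min room temperature; luminescence read, normalized to controls.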
# AmpC inh detg – qHTS Inhibitors of AmpC Beta-Lactamase (assay with detergent); P00811; AmpC hydrolysis of nitrocefin, absorbance 480 nm, 0.01% Triton; Potency, µM (top dose mostly 114 µM), for inactives: top-dose activity change, negative = inhibition, hits mostly inhibitors; 370,000 tested, 0.041% active; AID 485294, 2010;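 also: potency is read from the fitted curve at half-maximal effect; 0% = no-compound wells and -100% = no-enzyme wells; nearly all actives have a fitted effect of over 25% in size; some results filed as inactive show a strong effect at the top dose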
# Target sequence (P00811 whole entry, looked up): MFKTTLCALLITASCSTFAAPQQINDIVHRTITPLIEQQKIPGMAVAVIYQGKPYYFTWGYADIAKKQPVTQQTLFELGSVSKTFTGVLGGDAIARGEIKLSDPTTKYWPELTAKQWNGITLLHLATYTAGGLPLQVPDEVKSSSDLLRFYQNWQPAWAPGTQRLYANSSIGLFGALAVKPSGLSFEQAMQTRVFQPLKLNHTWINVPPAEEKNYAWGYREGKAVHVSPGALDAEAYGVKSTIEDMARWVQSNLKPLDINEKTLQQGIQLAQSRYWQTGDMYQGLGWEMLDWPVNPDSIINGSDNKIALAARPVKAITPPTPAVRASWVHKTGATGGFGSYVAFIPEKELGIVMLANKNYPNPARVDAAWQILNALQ
#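 AmpC (5.3 nM in the dispensed reagent) in 20 mM phosphate pH 7.0 with 0.01% (detergent screen) or 0.0001% Triton X-100 was preincubated with compounds for 15 min at room temperature. Nitrocefin was then added from an 800 uM solution, and hydrolysis was followed at 480 nm.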
# AMA1 RON2 block – qHTS for Inhibitors of AMA1-RON; Towards Development of Antimalarial Drug Lead: Primary Screen. AlphaScreen AMA1-biotinylated RON2 peptide binding. Potency, µM (titrated, usually from 58.2 µM), for inactives: top-dose activity change, negative = inhibition, usual class: inhibitors. AID 720542, 2013. Plasmodium falciparum AMA1 (3D7) - RON2 peptide interaction. 360,000 tested, 0.2% active;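 also: potency is read from the fitted curve at half-maximal effect; 0% = vehicle wells and -100% = peptide control; nearly all actives have a fitted effect of over 45% in size; some results filed as inactive show a strong effect at the top dose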
#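 AMA1 (3D7) with his tag at 25 nM final met compounds first, then biotinylated RON2 peptide at 25 nM; detection used donor plus acceptor beads, 10 µg/mL apiece, read by AlphaScreen after 30 min at room temperature.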
# Sm TGR inh – qHTS Assay for the Inhibitors of Schistosoma Mansoni Peroxiredoxins. 360,000 tested, 3% active. purified TGR, DTNB reduction, TNB absorbance 405 nm. AID 485364, 2010. Potency, µM (highest dose often 114 µM), for the others: at the highest dose activity change, negative = inhibition, usual class: inhibitors; also: potency is read from the fitted curve at half-maximal effect; nearly all actives have a fitted effect of over 60% in size
#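 TGR 20 nM + NADPH 100 uM (dispensed conc.), cpd preinc 15 min RT; start with NADPH (500 uM addition) then DTNB (15 mM addition). Kinetic TNB absorbance, 405 nm filter. Four-parameter Hill fit across titration.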
# FBPA Giardia inh – qHTS Assay for Inhibitors of Fructose-1,6-bisphosphate Aldolase from Giardia Lamblia; A8B2U2; purified Giardia FBPA; Potency, µM (doses to about 59.6 µM), without a hit: at the top dose activity, negative = inhibition, most hits filed as inhibitors; 290,000 tested, 0.71% active; AID 2451, 2010; also: potency is read from the fitted curve at half-maximal effect; nearly all actives have a fitted effect of over 55% in size
# Target sequence (A8B2U2 whole entry, looked up): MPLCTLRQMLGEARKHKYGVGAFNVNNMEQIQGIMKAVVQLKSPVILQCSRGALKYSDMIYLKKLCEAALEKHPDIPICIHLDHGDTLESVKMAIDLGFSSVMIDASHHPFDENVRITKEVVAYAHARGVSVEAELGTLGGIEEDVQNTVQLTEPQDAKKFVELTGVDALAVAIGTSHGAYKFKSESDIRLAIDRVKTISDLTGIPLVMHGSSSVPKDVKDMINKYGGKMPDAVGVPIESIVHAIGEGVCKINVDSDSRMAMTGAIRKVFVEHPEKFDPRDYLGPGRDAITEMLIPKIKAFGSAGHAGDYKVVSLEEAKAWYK
#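 Giardia FBPA (40 nM reagent) was preincubated 10 min at RT with compound (up to 57.5 uM final), then substrate plus GAPDH/TPI/NAD/arsenate coupling system with diaphorase/resazurin was added; resorufin fluorescence (525/598 nm) was read after 20 min.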
# HCV inhibitor – qHTS Assay for Inhibitors of Hepatitis C Virus (HCV). Potency, µM (doses to about 41.8 µM), for inactives: top-dose activity change, negative = inhibition, actives largely listed as inhibitors. 340,000 tested, 3.4% active. Huh7.5.1 HCVcc-Cre infection, luciferase reporter, 44 h; also: potency is read from the fitted curve at half-maximal effect
#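 Cells seeded at 1,000/well and cultured 4 h, then compounds added followed by HCVcc-Cre virus (~0.5 moi). After 44 h further culture, luciferase substrate was added, plates held 15 min at room temperature, and luminescence read for 15 sec.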
# * marks the source's active call; other numbers are inactive results; ? = inconclusive; . = no result given; & = joins results of further samples; [ ] = remark or other dose. Unless noted, calls follow the shape of the dose curve; as a rule, active = well fitted curve in the direction sought with a large enough effect; inconclusive = small, poorly fitted or top-dose-only effect, or another doubt; inactive = no such curve, though single readings can be large; an effect the other way counts as inactive or inconclusive. Unless noted, % is scaled to controls: 0 for no effect and ±100 for the full control effect.
SMILES,HCMV inh,AmpC inh detg,AMA1 RON2 block,Sm TGR inh,FBPA Giardia inh,HCV inhibitor
Cc1ccc2nc(-c3ccc(NC(=O)COc4ccccc4C(C)(C)C)cc3)sc2c1,114.9,18.1%,.,3.6%,.,.
COC(=O)c1ccc2c(=O)n(CCCCCC(=O)N3CCN(c4cc(C)ccc4C)CC3)c(=O)[nH]c2c1,75.0,9.5%,.,-1.7%,.,.
COc1ccc(/C=C(\C#N)C(=O)NC2CCS(=O)(=O)C2)cc1OC (centres undefined),17.7,?,-1.6%,1.0%,-1.0%,32.9%[activator]
Cc1cc(C)cc(NC(=O)CN(c2cccc(C)c2C)S(=O)(=O)c2ccccc2)c1,?,15.8%,.,6.3%,.,.
Cc1ccc(F)cc1NC(=O)CCc1c(C)[nH]c(=O)c(C#N)c1C,-10.8,-2.5%,1.1%,-1.9%,-10.4%,2.8%
CCn1c(CN2CCOCC2)nnc1SCC(=O)Nc1ccc(C(C)=O)cc1,40.0,-0.3%,-13.5%,-2.9%,.,26.9%
CCOC(=O)c1ccc(P(=O)(c2ccccc2)c2ccccc2)cc1,-96.5*,?,-2.8%,-15.3%,20.1%,-0.3%
CCN(CC)S(=O)(=O)c1ccc(C(=O)Nc2cc(C)cc(C)c2)cc1,-38.7,2.5%,3.6%,12.1%,0.0%,-30.0%
C=CCOC(=O)C1=C[C@@H](c2ccc(Br)cc2)[C@H](CCCO)[C@@H](OCC)O1,-3.8,-1.0%,7.5%,-4.7%,-11.5%,-7.4%
Nc1nc(SCC(=O)NC2CCCCC2)n[nH]1,16.6,-7.9%,-0.9%,1.9%,.,2.7%
CN(CC(=O)Nc1cccc(F)c1)C(=O)c1ccc2c(c1)S(=O)(=O)N=C1CCCCCN12,-27.6,-5.9%,9.1%,1.2%,.,?
CC(OC(=O)CCCN=C1NS(=O)(=O)c2ccccc21)C(=O)c1ccccc1 (centres undefined),-0.6,-22.5%,0.1%,-0.3%,.,-6.6%
O=C(NCc1csc(-c2cccs2)n1)C1CCCCC1,-13.2,3.0%,-2.5%,13.0%,3.5%,2.1%
CC(C)(C)NC(=O)C(c1ccncc1)N(C(=O)Cn1nnc(-c2ccc(F)cc2)n1)c1ccccc1F (centres undefined),-30.5,-1.3%,-4.8%,11.3%,0.2%,7.0%
O=C(CSc1nnc(CCc2ccccc2)n1-c1ccc(Cl)cc1)c1ccccc1,-34.8,5.2%,80.7%[activator],-3.0%,4.3%,-14.9%
CCC(=O)c1cc(F)c(N2CCN(CC)CC2)cc1C,16.1,-8.9%,-8.5%,0.0%,-0.6%,-23.5%
OC1(c2ccccc2)Cc2cccc[n+]2C1c1ccccc1 (centres undefined),0.4,-2.4%,-6.9%,-0.3%,-1.0%,11.9%
CCOC(=O)N1CCN(S(=O)(=O)c2ccc3c(c2)SCC(=O)N3)CC1,3.6,-21.3%,6.8%,9.5%,10.7%,?
Cc1ccc(-c2csc(NC(=O)CN3C(=O)CCC3=O)n2)cc1,3.3,-6.0%,-3.3%,-2.3%,-5.3%,2.1%
Cc1c(N(C)C(=O)c2ccc3c(c2)OCO3)c(=O)n(-c2ccccc2)n1C,21.3,-0.7%,3.3%,-10.2%,4.3%,1.7%
CCc1ccc2oc(=O)cc(CN3CCN(Cc4ccccc4)CC3)c2c1,12.5,5.1%,-7.1%,-20.2%,-1.8%,?
Nc1nonc1-n1nnc(C(=O)N/N=C/c2cccnc2)c1CSc1ccccc1,-16.7,-11.0%,16.3%,-9.7%,4.7%,5.9%
c1ccc(NC2=NCCN2CC2CCCCC2)cc1,4.9,-1.3%,-0.6%,-2.0%,.,-2.3%
CCN(C(=O)Cn1c(=O)oc2cc(Cl)ccc21)c1cccc(C(F)(F)F)c1,0.1,8.4%,.,6.6%,.,.
Cc1ccc(OCC(=O)Nc2ccc(C(=O)OCc3cc(=O)n4nc(C5CC5)sc4n3)cc2)cc1,20.0,6.2%,.,0.7%,.,.

# Quoted at random: two records from the list.
SMILES,HCMV inh,AmpC inh detg,AMA1 RON2 block,Sm TGR inh,FBPA Giardia inh,HCV inhibitor
CCOC(=O)c1ccc(P(=O)(c2ccccc2)c2ccccc2)cc1,-96.5*,?,-2.8%,-15.3%,20.1%,-0.3%
O=C(CSc1nnc(CCc2ccccc2)n1-c1ccc(Cl)cc1)c1ccccc1,-34.8,5.2%,80.7%[activator],-3.0%,4.3%,-14.9%

# (list continues)
SMILES,HCMV inh,AmpC inh detg,AMA1 RON2 block,Sm TGR inh,FBPA Giardia inh,HCV inhibitor
FC(F)(F)C1=NC(C(F)(F)F)=NP(N2CCOCC2)(N2CCOCC2)=N1,7.2,-5.0%,1.4%,-24.3%,3.7%,12.6%
COc1cc(CNc2nc3ccccc3s2)cc(OC)c1OC,145.2,?,-4.8%,-26.1%,1.6%,-8.1%
O=C(c1cc(-c2ccncc2)nc2ccccc12)N1CCN(c2ccc(N3CCOCC3)nn2)CC1,99.4,1.9%,5.1%,-25.9%,-1.2%,.
Cc1c(N/C(=N/S(=O)(=O)c2ccc(F)cc2)c2ccccc2)c(=O)n(-c2ccccc2)n1C,-38.7,-4.0%,18.1%,-8.5%,5.0%,6.0%
CCc1ccc(-c2c(C)sc(NC(=O)C3CCC3)c2C#N)cc1,-23.4,-1.6%,-6.2%,-3.3%,-4.3%,6.0%
CC1CC(C)CN(CCCNC(=O)C2CCN(S(=O)(=O)N3CCCCC3)CC2)C1 (centres undefined),-7.4,0.5%,-21.3%,-22.7%,4.2%,4.6%
COc1ccc(NC(=O)CN(C)C(=O)c2ccc3[nH]c4c(c3c2)CC(C)CC4)cc1 (centres undefined),-10.7,-16.0%,-26.7%,1.4%,.,?
Cc1cc(C)cc(N(CCC#N)C(=O)COC(=O)CCc2c[nH]c3ccccc23)c1,-19.9,?,-5.4%[11.6 µM],-7.4%,.,3.2%
S=C(NCCc1ccccc1)N1CCCC1,5.9,.,4.1%,.,.,7.1%
COc1ccc(/C=C2\CCC(C3CCCC3)C2=O)cc1Cn1cccn1 (centres undefined),-32.3,-9.1%,-10.1%,-3.4%,-12.3%,?
Cc1nc2ccccc2c(=O)n1/N=C/c1cc(Br)cc(Br)c1O,31.8,.,?,.,.,-27.6%
O=C(c1ccccc1F)N1CCN(Cc2ccc3c(c2)OCO3)CC1,-2.5,-13.2%,-3.7%,-28.5%,?,-22.1%
NCCCC[C@H]1CNC(=O)C(=O)N1CCc1cccc2ccccc12,-6.8,-3.5%,1.1%,-9.0%,0.5%,12.3%
COCCCNc1nc2c(S(=O)(=O)c3ccc(C)c(C)c3)nnn2c2ccc(Cl)cc12,5.6,20.7%,.,1.9%,.,.
N#CC1=C(N)C(C#N)(C#N)[C@H](c2ccncc2)[C@H]2CC3(CC=C12)OCCO3,0.9,?,9.2%,79.4µM*,?,6.3%
CS(=O)(=O)N(CC(=O)NCc1ccccn1)Cc1ccc(Cl)cc1,-5.4,?,4.6%,0.0%,-9.4%,17.4%
COC(=O)c1ccccc1NC(=O)c1ccc(CN2CC(=O)N3CCCCC3C2=O)cc1 (centres undefined),-5.4,21.7%,.,-5.7%,.,.
Cc1cc(C)c2nc(N(Cc3cccnc3)C(=O)Cc3ccccc3)sc2c1,0.0,4.2%,.,11.3%,.,.
CN1CC[C@@H]2C(=O)N3CCc4ccc(Br)cc4[C@@H]3C[C@@H]21,1.7,.,-11.2%,.,.,-10.0%[8.37 µM]
Cc1noc(C)c1S(=O)(=O)N(CC(=O)NCCc1ccc(Cl)cc1)c1ccc(C(C)C)cc1,5.1,-0.3%,.,-1.5%,.,.
COC(=O)c1ccnc(SCC(=O)c2ccccc2)c1,44.8,-14.2%,?,-8.2%,9.9%,11.4%
COc1ccc(Cl)cc1C(=O)OCC(=O)NC1CCCC(C)C1C (centres undefined),-13.2,-12.3%,1.4%,0.1%,.,11.8%
CCOC(=O)C1(Cc2ccccc2)CCN(Cc2cnn(C(C)C)c2)CC1,-16.2,-2.7%,-0.8%,10.3%,-1.7%,0.1%
O=C(c1ccccc1Cl)N1N=C(c2cccs2)CC1c1cccc(O)c1 (centres undefined),13.1,1.1%,-12.2%,1.8%,.,4.4%
COc1cccc(C(=O)Nc2ccccc2-c2nc3ccccc3s2)c1,20.6,2.2%,.,-0.5%,.,.
# More entries.
SMILES,HCMV inh,AmpC inh detg,AMA1 RON2 block,Sm TGR inh,FBPA Giardia inh,HCV inhibitor
O=C(OC(C(=O)Nc1cccc(C(F)(F)F)c1)c1ccccc1)C1CCCCC1 (centres undefined),-12.7,-6.7%,27.7%,5.5%,0.1%,-6.6%
CCOC(=O)c1c(-c2ccc(OC)c(OC)c2)csc1NC(=O)c1ccccc1F,-1.0,16.8%,.,2.6%,.,.
CCOC(=O)Cc1csc(NC(=O)c2cc3c(s2)CCCC3)n1,-2.2,?,12.4%,-2.7%,-8.3%,-20.9%
O=C1CC2(CCN(C(=O)c3ccc(F)cc3)CC2)Oc2ccccc21,-25.6,-4.3%,6.7%,-1.7%,.,8.2%
O=C(O)CN1C(=O)NC2(CCCc3ccccc32)C1=O (centres undefined),-11.5,0.9%,0.3%,7.6%,-4.3%,2.1%
FC(F)(F)c1ccc(CN2C[C@@H]3C(c4ccc(C(F)(F)F)cc4)C4(c5cccnc5)CC3(C4)[C@H]2c2ccccc2)cc1 (some centres undefined),-72.8*,-3.8%,4.5%,-30.2%,2.1%&-3.3%,10.3%

# Results in AMA1 RON2 block, AmpC inh detg and Sm TGR inh, for some of the entries so far:
SMILES,AMA1 RON2 block,AmpC inh detg,Sm TGR inh
O=C(O)CN1C(=O)NC2(CCCc3ccccc32)C1=O (centres undefined),0.3%,0.9%,7.6%
CCOC(=O)c1c(-c2ccc(OC)c(OC)c2)csc1NC(=O)c1ccccc1F,.,16.8%,2.6%

# Record cards, from the list above.
# FC(F)(F)c1ccc(CN2C[C@@H]3C(c4ccc(C(F)(F)F)cc4)C4(c5cccnc5)CC3(C4)[C@H]2c2ccccc2)cc1 (some centres undefined) is listed with HCMV inh = -72.8*; AmpC inh detg = -3.8%; AMA1 RON2 block = 4.5%; Sm TGR inh = -30.2%; FBPA Giardia inh = 2.1%&-3.3%; HCV inhibitor = 10.3%
# CCOC(=O)c1c(-c2ccc(OC)c(OC)c2)csc1NC(=O)c1ccccc1F is listed with HCMV inh = -1.0; AmpC inh detg = 16.8%; AMA1 RON2 block = .; Sm TGR inh = 2.6%; FBPA Giardia inh = .; HCV inhibitor = .

# Not a hit list; about 9.3% have a hit in one of these screens.
